Compound activity (PubChem)
A3A deaminase = human APOBEC3A DNA deaminase inhibition; P31941; AID 493011; hit rate 0.41% among 330,000; recombinant A3A, FAM/TAMRA ssDNA deamination fluorescence; inhibition, % at 20 µM;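 active means at least 40% inhibition at 20 µM here, with at most 30% in a related deaminase screen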;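 further: plate controls were A3A with DMSO for no effect and wells lacking A3A enzyme for full effect; some results filed as inactive read as strong as hits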
Target sequence (P31941 whole entry, looked up): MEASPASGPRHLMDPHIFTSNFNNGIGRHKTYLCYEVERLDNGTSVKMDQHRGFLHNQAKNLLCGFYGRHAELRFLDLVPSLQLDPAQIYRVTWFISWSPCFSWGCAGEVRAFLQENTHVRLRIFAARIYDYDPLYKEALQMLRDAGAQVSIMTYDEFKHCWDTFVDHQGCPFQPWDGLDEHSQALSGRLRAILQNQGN
mIAP block = mouse IAP inhibition. purified mouse IAP, CDP-Star luminescence, 30 min. inhibition, % at 10 µM. hit rate 0.2% among 330,000;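 active means inhibition of at least 40% at 10 µM in the primary screen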;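 further: plate controls were DMSO with enzyme for no effect and no enzyme wells for full effect; values of inactives mirror those of a sister screen read the other way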
hIAP block = blocks human intestinal alkaline phosphatase; purified IAP, CDP-Star luminescence, 30 min; inhibition, % at 10 µM; hit rate 0.12% among 330,000;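 active means inhibition reaching a set limit with compound at 10 µM in the primary screen, cut at about 35% in these data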;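 further: plate controls were DMSO wells with enzyme for no effect and no-enzyme buffer wells for full effect; values of inactives mirror those of a sister screen read the other way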
tim10-1 inh = inhibits growth of tim10-1 mutant yeast; S. cerevisiae tim10-1 ts strain growth, BacTiter-Glo, 24 h; inhibition, % at 20 µM; hit rate 2.2% among 330,000;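 active means inhibition of at least 40%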;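 further: mutant grown at 25 °C; 0% = DMSO wells with yeast and 100% = wells holding no yeast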
mIAP act = mouse IAP activation. muIAP, CDP-Star luminescence, 30 min; stronger effect = higher value; 1 = vehicle-only enzyme signal, 0 = enzyme-free wells. activation factor at 10 µM. hit rate 0.24% among 330,000. AID 2805;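 active means activation factor of at least 2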; further: the source names both 10 and 20 µM as test concentration; values of inactives mirror those of a sister screen read the other way
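Assay system: mouse IAP enzyme; reagent: chemiluminescent substrate CDP-Star; dosing: test compounds delivered from DMSO solution; schedule: 30 min at room temperature; measured by: luminescence from enzymatic CDP-Star hydrolysis; controls: DMSO-only wells and no-enzyme negative control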
beta cell repl = inducers of beta-cell replication in MIN6 cells | MIN6 cells proliferation, ATPlite luminescence, 48 h; cells starved in 0.2% serum; 100% = growth in 10% serum | proliferation, % at 10 µM | hit rate 0.29% among 330,000 | AID 2380;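 active means compounds whose signal lies at least 3.5 SD above the mean of all wells on their plate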;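 further: 0% = DMSO-treated cells in low-serum medium and 100% = 10% serum control; some compounds called inactive have numbers as strong as hits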
A3G deaminase = blocks human APOBEC3G single-stranded DNA deamination; Q9HC16; AID 493012; hit rate 0.28% among 330,000; inhibition, % at 20 µM; recombinant A3G, ssDNA deamination FAM/TAMRA fluorescence;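 active means inhibition of at least 40% at 20 µM, with no more than 30% in the related APOBEC3A deaminase screen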;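 further: plate controls were DMSO wells with A3G for no effect and wells lacking A3G enzyme for full effect; some compounds called inactive have numbers as strong as hits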
Target sequence (Q9HC16 whole entry, looked up): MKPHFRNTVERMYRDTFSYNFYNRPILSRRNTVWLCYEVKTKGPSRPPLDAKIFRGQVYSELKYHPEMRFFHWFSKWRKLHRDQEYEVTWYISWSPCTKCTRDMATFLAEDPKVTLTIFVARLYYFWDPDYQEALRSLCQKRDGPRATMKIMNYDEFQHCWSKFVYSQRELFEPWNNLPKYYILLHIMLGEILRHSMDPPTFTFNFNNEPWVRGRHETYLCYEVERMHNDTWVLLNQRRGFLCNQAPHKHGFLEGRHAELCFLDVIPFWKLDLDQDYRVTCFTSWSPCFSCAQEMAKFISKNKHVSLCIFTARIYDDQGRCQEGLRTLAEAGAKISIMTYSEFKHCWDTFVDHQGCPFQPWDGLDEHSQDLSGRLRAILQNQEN
TIM10 inh = growth inhibitors of TIM10 yeast strain; S. cerevisiae TIM10 strain growth, BacTiter-Glo luminescence, 24 h; inhibition, % at 10 µM; hit rate 1.4% among 330,000; AID 463195;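 active means inhibition of 40% or more at the single tested concentration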;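 further: wild-type TIM10 isogenic control strain grown at permissive 25 °C; 0% = DMSO yeast wells and 100% = minimal medium wells without yeast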
NALP3 yeast inh = blocks the NALP3 inflammasome reconstituted in yeast; Yeast reconstituted NLRP3/ASC/caspase-1, beta-gal luminescence, 24 h; inhibition, % at 10 µM; hit rate 0.39% among 330,000;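 active means inhibition of 50% or more; inactive means inhibition below 50%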;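 further: plate controls were induced DMSO wells for no effect and uninduced yeast grown without galactose for full effect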
Active calls of the source: *.

SMILES	A3A deaminase	mIAP block	hIAP block	tim10-1 inh	mIAP act	beta cell repl	A3G deaminase	TIM10 inh	NALP3 yeast inh
COc1cc2c(cc1OC)[C@@H]1Cc3cc4c(cc3[C@H](C2)N1C)OCO4	-4	0	-10	-14	1	0	-12	-11	6
COc1ccc(CC(=O)Oc2ccccc2C)cc1	-2	0	10	10	1	-4	-4	11	31
CC(C)(C)C(=O)NC(=C(Cl)Cl)P(=O)(O)O	1	-4	5	3	1	-3	-1	0	13
Cc1ccc(-c2nnc(-c3ccc(NC(=O)c4ccco4)cc3)o2)cc1	3	9	6	-2	0.91	-2	0	26	18
COc1ccc(C(=O)COC(=O)c2cc(S(=O)(=O)N3CCCCC3)ccc2N2CCOCC2)c(OC)c1	-5	-2	4	-1	1	11*	-7	3	10
CCCn1c(N)c(N2CCCCC2)c(=O)n(CC(=O)Nc2ccc(C(C)=O)cc2)c1=O	1	-1	0	-18	1	-4	-5	-2	5
COc1cc(CN=Cc2c(O)n(Cc3ccccc3)c(=S)[nH]c2=O)cc(OC)c1	0	13	10	10	0.87	-1	-3	11	40
CCOc1ccc(NC(=O)[C@H](C)NC(=O)C2CC(=O)N(c3ccc(OC)cc3)C2)cc1 (stereo not given in full)	-6	-1	-32	-6	1	1	-6	6	7
Cn1c(CNC(=O)CCNC(=O)c2ccccc2)cc(=O)n(C)c1=O	2	3	0	1	0.97	-3	4	12	3
Clc1ccc(-n2ncc3c(NCCN4CCOCC4)ncnc32)cc1	-2	-18	-11	17	1.2	0	-5	-17	19
Cc1ccc(SC(C)C(=O)N2CCN(c3ccccc3)CC2)cc1 (stereo not given)	-5	-3	-1	-2	1	-2	-9	3	25
Cc1ccc(CSCC(=O)NCc2ccc3c(c2)OCO3)cc1	3	3	1	21	0.97	-1	8	5	30
c1cc(SSc2ccncc2)ccn1	5	-9	-2	23	1.1	-7	65*	10	23
CCC(C)OC(=O)C1=C(C)NC(=O)NC1c1ccc(F)cc1 (stereo not given)	-1	2	16	7	0.98	0	-2	0	14
Cc1ccc(NC(=O)CN(Cc2ccccc2)S(C)(=O)=O)cc1C	-1	-3	12	21	1	-1	-7	12	2

5 records picked at random from those above, as already listed:
SMILES	A3A deaminase	mIAP block	hIAP block	tim10-1 inh	mIAP act	beta cell repl	A3G deaminase	TIM10 inh	NALP3 yeast inh
CC(C)(C)C(=O)NC(=C(Cl)Cl)P(=O)(O)O	1	-4	5	3	1	-3	-1	0	13
Cn1c(CNC(=O)CCNC(=O)c2ccccc2)cc(=O)n(C)c1=O	2	3	0	1	0.97	-3	4	12	3
CCC(C)OC(=O)C1=C(C)NC(=O)NC1c1ccc(F)cc1 (stereo not given)	-1	2	16	7	0.98	0	-2	0	14
CCCn1c(N)c(N2CCCCC2)c(=O)n(CC(=O)Nc2ccc(C(C)=O)cc2)c1=O	1	-1	0	-18	1	-4	-5	-2	5
c1cc(SSc2ccncc2)ccn1	5	-9	-2	23	1.1	-7	65*	10	23

Continuation:
SMILES	A3A deaminase	mIAP block	hIAP block	tim10-1 inh	mIAP act	beta cell repl	A3G deaminase	TIM10 inh	NALP3 yeast inh
COC(=O)N1CC(=O)N(OC)C1c1ccc(Cl)cc1Cl (stereo not given)	3	0	20	10	0.99	0	-4	7	-8
O=C(/C=C/c1cn(CC(O)CN2CCCCCC2)c2ccccc12)c1cccs1 (stereo not given)	0	21	25	14	0.79	0	-10	37	12
Clc1ccc(-c2nnc(COc3ncnc4sccc34)o2)cc1	3	-1	-6	-35	1	-3	-3	4	26
CC(NC(=O)CN(C1CCCCC1)S(C)(=O)=O)c1ccccc1 (stereo not given)	-1	5	-1	16	0.95	0	-3	-4	13
CCCCn1c(SCC(=O)Nc2nc(C)cs2)nnc1-c1cccnc1	1	-2	-4	6	1	-2	1	-7	12
Cn1nc(C(=O)OCC(=O)N(Cc2ccccc2)C(C)(C)C)c2ccccc2c1=O	1	5	11	23	0.95	1	-9	18	13
CC1=NN(C(=S)Nc2ccccc2)C(c2ccccc2)C1 (stereo not given)	3	6	16	-36	0.94	0	-7	8	19
Cc1cccc(N2CCN(S(=O)(=O)c3ccc(-c4coc(C)n4)cc3)CC2C)c1 (stereo not given)	-2	8	12	33	0.93	-3	-4	5	10
CC1CCc2[nH]c3ccc(C(=O)N4CCCC(C(F)(F)F)C4)cc3c2C1 (stereo not given)	2	-5	-5	42*	1.1	-6	-9	25	-3
CCCn1c2ccc(F)cc2c2nnc(NN)nc21	-1	-5	5	4	1	0	-9	4	11
O=S(=O)(NN1CCOCC1)c1cc(Cl)cc(Cl)c1O	-3	2	-6	2	0.97	7	-11	1	14
CC(=O)Nc1ccc(S(=O)(=O)Nc2ccc3c(c2)OCO3)cc1	0	7	-9	-4	0.93	0	-4	-8	3
O=C(Nc1nnc(-c2ccccc2)o1)c1ccc(Cl)cc1	-3	4	2	4	0.96	-6	-6	8	-8
CC1CCc2c(sc3nc(CSc4n[nH]c(N)n4)[nH]c(=O)c23)C1 (stereo not given)	1	8	10	8	0.92	0	-1	11	9
Cc1oc(C)c(C(=O)Nc2ccc(CC(=O)O)cc2)c1C(=O)Nc1ccc(CC(=O)O)cc1	0	4	0	12	0.96	0	-2	9	0
N/C(=N\OC(=O)CCc1ccccc1)c1cccnc1	1	2	6	22	0.98	-1	1	-3	2
CC(Sc1nnc(-c2cc3ccccc3o2)n1-c1ccccc1)C(=O)O (stereo not given)	-3	0	-5	8	1	-2	-6	3	-1
Cc1ccc(C(=O)C(OC(=O)COc2ccccc2C)c2ccccc2)cc1 (stereo not given)	1	5	-3	29	0.95	-1	-2	5	-51
Cc1ccc2cc(CCNC(=O)C(=O)c3c(C)[nH]c4ccccc34)c(=O)[nH]c2c1	-2	-3	3	3	1	-1	-6	4	6
COc1ccc(C2CC(c3cccs3)=NN2C(=O)CSc2nncs2)cc1OC (stereo not given)	5	2	7	25	0.98	-2	-1	6	1
O=c1ccc(S(=O)(=O)N2CCCC2)cn1Cc1ccc(F)cc1	21	-10	-6	8	1.1	0	-1	-1	10
CCOc1ccc(-c2nnc(-c3ccc(OC)cc3)o2)cc1	-5	-11	-6	8	1.1	-2	-4	-10	26
O=C(CCCSc1ccccc1)Nc1cccc(CO)c1	0	-8	-9	-5	1.1	0	-5	6	15
COc1cc(/C=N/NC(=O)c2ccc(NC(=O)C3CCCCC3)cc2)ccc1O	-4	-2	-13	-2	1	-2	-9	6	8
O=C(Nc1ccc(Cl)c(Cl)c1)c1cccnc1	5	9	12	16	0.91	0	1	-7	11
CCOC(=O)/C(C#N)=C\c1cc(OC)c(OC)cc1[N+](=O)[O-]	7	-2	1	32	1	2	-2	25	8
Cc1cc(C)cc(OCC(=O)N2N=C(C(F)(F)F)CC2(O)C(C)(C)C)c1 (stereo not given)	56*	-6	-9	46*	1.1	-1	19	15	20
O=C(C1CCN(Cc2ccccc2O)CC1)N1CCN(Cc2ccc3c(c2)OCO3)CC1	-6	6	-21	1	0.94	-2	-6	-1	20
O=C(NCCCO)/C(=C/c1ccc(-c2cccc([N+](=O)[O-])c2)o1)NC(=O)c1ccccc1	0	13	-7	10	0.87	-3	-6	4	-1
CCOc1ccc(CC(=NCCc2ccccc2)C2=C(O)CC(C)(C)CC2=O)cc1OCC	-4	0	9	30	1	0	-6	12	-7
S=C1NCN(Cc2ccccc2)CN1C1CCCCC1	-4	4	-10	9	0.96	0	-12	15	17
Cn1c(=S)c2[nH]c(SCCN3CCCC3)nc2n(C)c1=O	-3	16	-7	-16	0.84	-4	-4	8	17
CCCN(CCC)c1nc(NC2CCN(C(=O)OCC)CC2)nc(OC)n1	4	-5	-37	26	1.1	-4	19	12	13
COc1cccc(C2CC(=O)Nc3c2c(=O)[nH]c2ncnn32)c1 (stereo not given)	-8	-12	-15	1	1.1	3	-5	-19	-6
O=C1OCCC1Sc1nnc(-c2ccco2)n1-c1ccccc1 (stereo not given)	15	8	9	2	0.92	2	-8	12	5
COc1ccc(C(c2sc3nc(C)nn3c2O)N2CCC3(CC2)OCCO3)cc1 (stereo not given)	-4	-9	4	21	1.1	-1	-5	7	-6
CC(=O)c1ccc(NC(=S)Nc2ccc3cn[nH]c3c2)cc1	1	0	-3	31	1	3	3	11	19
COCCn1c(SCC(=O)Nc2ccccc2F)nnc1-c1ccoc1C	-1	1	9	4	0.99	0	-13	-12	20
CC(=O)c1cccc(S(=O)(=O)NCC(c2ccco2)N2CCCCC2)c1 (stereo not given)	0	1	-11	10	0.99	-4	-2	0	1
CC(C)Oc1ccc(CCN=C(N)N=C(N)N)cc1Cl	2	2	-8	-10	0.98	-4	1	-10	16
COc1ccccc1NC(=O)CNC(c1ccccc1)c1ccccc1	-1	-7	16	11	1.1	0	-9	7	-4
O=C(COC(=O)c1cc(=O)c2ccccc2o1)NCC1CCCCC1	-2	3	13	-11	0.97	-2	-12	7	18
COc1ccc(OC)c(C2NC(=O)NC(C)=C2C(=O)OCc2ccccc2)c1 (stereo not given)	-4	6	0	2	0.94	-1	7	7	6
CCN1CCN(c2ccc(S(=O)(=O)N3CCOCC3)cc2NC(=O)/C=C/c2ccc([N+](=O)[O-])cc2)CC1	43*	3	-10	-1	0.97	-7	1	-1	4
CC1CCCC(C)N1C(=O)COC(=O)c1ccc[nH]c1=O (stereo not given)	0	1	-13	-1	0.99	4	-3	9	3
COc1ccccc1NC1=NC(C)(C)N=C(N)N1	2	-1	0	5	1	1	-4	3	-1
Cc1cccc(C(=O)N2CCC(=O)N(C(COCc3ccc(Cl)cc3)Cc3ccccc3)CC2)c1 (stereo not given)	-5	6	7	30	0.94	-7	-14	21	13
CCOc1cc(C(=O)Nc2ccc(S(=O)(=O)NC3=NCCCCC3)cc2)cc(OCC)c1OCC	-1	-7	4	18	1.1	-1	-5	4	10
O=C1c2ccccc2C(=O)N1/N=C/c1ccc(Oc2ccc([N+](=O)[O-])cn2)cc1	0	-1	1	5	1	0	-7	-1	0
CCCC(=O)O[C@]1(C(=O)CO)CC[C@H]2[C@@H]3CCC4=CC(=O)CC[C@]4(C)[C@H]3[C@@H](O)C[C@@]21C	-3	6	-5	5	0.94	-5	-8	2	32
Cc1ccc(S(=O)(=O)N2CCCC(C(=O)NC3CCCC3)C2)cc1 (stereo not given)	-2	8	-2	-13	0.92	-2	-11	4	17
O=C(C1=C(O)C(=O)N(CC2CCCO2)C1c1ccc(Cl)cc1Cl)c1ccco1 (stereo not given)	-7	4	5	10	0.96	-3	-9	-17	3
CC(=O)c1ccc(N=C2C(=O)Nc3ccccc32)cc1	-2	11	-1	-10	0.89	-2	-9	2	8
O=C(c1cccc(S(=O)(=O)N2CCN(c3ccccc3)CC2)c1)N1CC=C(c2ccccc2)CC1	-2	12	-1	31	0.88	0	-5	16	-3
O=C(C1=C[C@@H](c2csc3ccccc23)C[C@@H](OCCCCO)O1)N1CCN(Cc2ccc3c(c2)OCO3)CC1	-4	-2	-5	33	1	-7	-14	1	16
COc1ccc(C)cc1NC(=O)NCc1ccco1	0	-12	-8	9	1.1	0	-2	5	2
CN(Cc1nc2ccccc2c(=O)[nH]1)C(=O)c1cc(C2CC2)nn1-c1ccccc1	-1	-14	-16	-5	1.1	0	-4	0	-8
C/C(=N\Nc1nc2ccccc2c(=O)n1O)c1ccco1	4	18	-27	11	0.82	-4	1	3	7
COc1ccc(C(=O)COC(=O)c2n[nH]c3ccccc23)c(OC)c1	7	14	0	15	0.86	-2	-4	19	31
CCN(C1CCCCC1)S(=O)(=O)c1ccc(S(=O)(=O)N2CCN(CCC#N)CC2)cc1	-1	-1	-12	30	1	-1	-6	6	5
